Source: PubChem (several laboratories)
NPR2 activator: GC-B (human) receptor activation; activation, % at 10 µM; HEK293-GC-B cells, CNP EC30, cGMP TR-FRET; 0% at EC30 CNP, 100% saturating CNP; 0.11% of 370,000 active; P20594;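 active means activation at 10 µM reaching about 35% in either raw or pattern-adjusted values, limit read from the data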
Target sequence (P20594 whole entry, looked up): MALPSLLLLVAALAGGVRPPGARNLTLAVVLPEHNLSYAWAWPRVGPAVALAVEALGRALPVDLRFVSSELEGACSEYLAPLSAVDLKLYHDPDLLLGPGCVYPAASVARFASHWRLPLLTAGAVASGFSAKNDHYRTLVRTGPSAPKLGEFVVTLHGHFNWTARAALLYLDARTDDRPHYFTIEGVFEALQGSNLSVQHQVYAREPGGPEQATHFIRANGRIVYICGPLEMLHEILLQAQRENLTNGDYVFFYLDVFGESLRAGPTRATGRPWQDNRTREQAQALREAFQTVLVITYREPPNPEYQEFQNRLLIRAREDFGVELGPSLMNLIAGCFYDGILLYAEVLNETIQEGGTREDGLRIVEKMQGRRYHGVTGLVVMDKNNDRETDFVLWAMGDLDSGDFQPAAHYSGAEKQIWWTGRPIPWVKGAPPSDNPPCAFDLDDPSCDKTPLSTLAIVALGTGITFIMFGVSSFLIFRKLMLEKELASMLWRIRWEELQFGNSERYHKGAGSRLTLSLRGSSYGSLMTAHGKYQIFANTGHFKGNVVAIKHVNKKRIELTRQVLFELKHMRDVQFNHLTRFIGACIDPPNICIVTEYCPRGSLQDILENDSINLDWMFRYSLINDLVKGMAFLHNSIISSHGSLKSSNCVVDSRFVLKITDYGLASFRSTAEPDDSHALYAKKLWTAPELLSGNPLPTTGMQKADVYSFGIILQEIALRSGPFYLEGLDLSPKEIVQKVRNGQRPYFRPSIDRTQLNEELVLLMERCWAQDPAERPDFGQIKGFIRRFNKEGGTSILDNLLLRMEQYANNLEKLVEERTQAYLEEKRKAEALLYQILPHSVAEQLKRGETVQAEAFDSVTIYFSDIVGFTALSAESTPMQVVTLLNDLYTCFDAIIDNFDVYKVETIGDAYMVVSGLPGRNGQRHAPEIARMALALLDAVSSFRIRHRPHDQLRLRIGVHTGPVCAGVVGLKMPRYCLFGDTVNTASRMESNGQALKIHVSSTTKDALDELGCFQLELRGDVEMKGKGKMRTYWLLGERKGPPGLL
SMARCA2 activ: activators of SMARCA2 function; AID 652017; MG213 cells, MMTV-luciferase reporter, dexamethasone, overnight; activation, % at 9.1 µM; 1% of 370,000 active; in the data active means activation above about 7.8%;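 further: 0% = vehicle wells and 100% = reference activator wells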
hgDAF12 agonist: agonists of H. glycines DAF-12 nuclear receptor; HEK293 GAL4-hgDAF12 UAS-luciferase reporter, agonist luminescence; normalized to butyrate control; 1.8% of 370,000 active; activation, % at 6.8 µM;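 active means activation above a cutoff set at the mean of all screened compounds plus 3 SD, cut at about 10% in these data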;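 further: 0% = DMSO wells and 100% = sodium butyrate wells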
DAX1 inh-1: inhibits human nuclear receptor DAX1; P51843; HEK293 Gal4-DAX1 luciferase reporter, luminescence; inhibition, % at 6.75 µM; 0.99% of 340,000 active; AID 504766;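 active means inhibition above the mean over all tested compounds plus 3 SD, cut at about 4.2% in these data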;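 further: 0% = DAX1-transfected cells with DMSO and 100% = empty-vector control cells with DMSO; inhibition shows as a rise in luminescence from relieved DAX1 repression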
proKLK7 act: activates the human kallikrein-7 zymogen; P49862; 0.9% of 370,000 active; purified proKLK7, EDANS-DABCYL substrate fluorescence; 100% is mature enzyme control, 0% vehicle; activation, % at 7 µM;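 active means activation above the mean of all tested compounds plus 3 SD, computed per campaign excluding outliers beyond control limits, cut at about 13% in these data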
ssDAF-12 act: activates DAF-12 receptor from parasite S. stercoralis; HEK293 ssDAF-12/GRIP1 lit1-tk-luc reporter, luminescence; % of 3 µM dafachronic acid response; activation, % at 6.8 µM; 1% of 370,000 active; AID 652126;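 active means activation above the mean over all tested compounds plus 3 SD, cut at about 0.9% in these data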;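 further: 0% = DMSO-only wells and 100% = 3 µM delta7-dafachronic acid wells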
GAA850 FXN act: increases GAA850 frataxin promoter reporter activity | HEK293 lucGAA850 FXN promoter luciferase reporter, 24 h; percent of 10 µM SAHA response | activation, % at 6 µM | 0.56% of 360,000 active | AID 540364;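 active means activation above the average of all compounds screened plus 3 SD, cutoff fixed separately per campaign, cut at about 7.5% in these data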;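 further: 0% = DMSO wells and 100% = 10 µM SAHA wells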
DAX1 inh-2: DAX1 (NR0B1) inhibition, primary screen. HEK293T StAR-luciferase reporter, SF-1/DAX-1 repression relief. inhibition, % at 6.8 µM. AID 652010. 1.1% of 370,000 active;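 active means inhibition above the mean over all tested compounds plus 3 SD, cut at about 3.6% in these data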;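 further: 0% = DAX-1 cells with DMSO and 100% = cells lacking DAX-1 with DMSO; higher inhibition means more luminescence from relief of DAX-1 repression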
hcDAF-12 act: activators of H. contortus DAF-12 nuclear receptor; HEK293 hcDAF-12 lit1-tk-luc reporter, luminescence; 0% DMSO, 100% Δ7-dafachronic acid; activation, % at 6.8 µM; 1.4% of 370,000 active;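 active means activation above the mean of all tested compounds plus 3 SD, cut at about 5.5% in these data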;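 further: 100% = response to 3 µM Δ7-dafachronic acid high control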
GC-A act: GC-A (human) enzyme activation. P16066. HEK293 GC-A cells, cGMP TR-FRET, EC30 ANP; 0% at EC30 ANP, 100% saturating ANP. activation, % at 10 µM. 0.14% of 370,000 active; in the data active means activation above about 40%
sPLA2-III inh: Blocks human group III sPLA2 activity; Q9NZ20; QFRET BODIPY PC-A2 liposome hydrolysis, fluorescence; 0.56% of 370,000 active; AID 743126; inhibition, % at 12.2 µM;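 active means inhibition above mean plus 3 SD of compounds lying within the high and low control bounds, cut at about 19% in these data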;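 further: 0% = median of test compound wells and 100% = no enzyme DMSO wells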
Active calls of the source: *; . = no result given.

structure,NPR2 activator,SMARCA2 activ,GC-A act,sPLA2-III inh,ssDAF-12 act,hcDAF-12 act,proKLK7 act,DAX1 inh-2,GAA850 FXN act,DAX1 inh-1,hgDAF12 agonist
O=C(NNC(=O)c1ccc(NC(=O)c2ccccc2)cc1)Nc1ccccc1,-3,-1,4,-5,-0.8,-1.2,1.0,-0.2,2.3,1.2,0.3
Cn1cc(Cl)c(C(=O)Nc2nc3ccccc3s2)n1,-1,7.9*,-1,1,3.3*,21*,0.8,7.0*,-0.3,0.2,19*
O=C(NCC(=O)N(c1ccccc1)C(C(=O)NC1CCCC1)c1cccnc1)c1cccs1 (stereo unspecified),0,3,-3,3,-1.9,-1.8,0.1,-0.1,2.8,1.3,0.3
COc1cc(C(C(=O)NC(C)(C)C)N(C(=O)CNC(=O)c2cccs2)c2ccc(C(C)C)cc2)cc(OC)c1OC (stereo unspecified),-2,-2,-3,-2,-0.4,1.1,-0.1,1.1,0.9,1.0,-0.3
Cc1ccccc1CCN(C(=O)Cn1nnc2ccccc21)C(C(=O)NCC1CCCO1)c1nc2ccccc2n1C (stereo unspecified),-1,1,-1,-6,-0.6,-3.9,0.2,0.0,1.3,0.8,-2.4
C=CCN(C(=O)CNS(=O)(=O)c1ccccc1)C(C(=O)NCCOC)c1ccncc1 (stereo unspecified),4,-1,-2,3,-1.2,-0.7,-0.2,0.4,-0.7,0.1,-0.6
O=C(CSc1nnc(-c2cnccn2)n1-c1ccccc1)c1ccccc1Br,-14,1,-6,-32,-1.0,-1.4,0.4,0.1,.,.,2.3
O=C(CSc1cccc[n+]1[O-])Nc1cc(S(=O)(=O)N2CCOCC2)ccc1N1CCOCC1,0,1,4,-2,-1.3,2.4,0.6,0.3,-0.1,0.7,-1.5
CC(C)=CC(=O)Nc1ccc(Br)cc1,2,5,3,1,-0.6,2.8,-0.6,2.8,4.4,3.8,16*
O=C(Nc1ccccc1)Nc1ccccc1C(=O)NCc1ccco1,4,1,6,0,-0.8,-1.1,0.5,0.3,4.2,-1.5,-2.0
CN(C)CC(C)(C)CNCc1cc(=O)oc2ccc3ccccc3c12,0,-2,-3,-3,-1.2,-0.9,-0.1,0.1,0.9,0.6,-1.8
CCOC(=O)c1ccc2ncc(C(=O)OCC)c(NCCN3CCOCC3)c2c1,2,0,15,-1,-1.7,-0.9,-2.8,-0.4,1.4,0.1,-1.6
Nc1[nH]c(N=NC(=O)c2ccc(F)cc2)c2ccccc12,-6,1,1,-3,-0.8,3.0,-1.2,1.6,3.2,1.0,4.1
CCCCOCCCNC(=O)C[C@@H]1C[C@@]2(C(=O)OCC)CCCC=C2N(CCC2=CCCCC2)C1=O,0,-2,1,-10,-1.2,0.0,0.5,0.9,.,.,-3.2
Cn1c(O)c(/C=N/Nc2ccccc2)c(=O)n(C)c1=O,0,2,-1,1,-1.3,1.0,0.3,0.3,-2.3,-1.0,1.3
CCN(CC)CC(C)OC(=O)COc1ccc(OC)cc1 (stereo unspecified),9,0,6,7,-1.9,-1.1,0.0,0.1,-0.9,-0.9,1.1
CCCCCCC[C@H](N)[C@H](O)C(=O)N(C)[C@@H](CCS(C)=O)C(=O)N[C@@H](Cc1ccc(O)cc1)C(=O)N[C@@H](Cc1ccc(O)cc1)C(=O)O (stereo partly specified),2,3,3,5,-1.3,-0.2,-0.4,-0.3,0.1,0.8,-0.1
O=C(CCl)Nc1cn(-c2ccccc2)nc1-c1ccccc1,-1,-1,-13,-8,-1.8,-2.6,-0.6,-1.6,-4.9,-1.6,-0.6
Cc1c(CNC2CCCC(C)C2C)c(C(=O)O)c(C)n1Cc1ccccc1 (stereo unspecified),-4,0,-5,-8,-1.1,0.5,0.2,-0.6,-0.3,0.2,-0.3
Cc1ccc(S(=O)(=O)N2CCC(C(=O)OCCOc3cccc(C)c3)CC2)cc1,2,-2,-2,-29,-0.8,0.2,-0.3,0.5,0.5,-0.1,0.7
CN1CCN(CC(=O)N/N=C/c2ccc(F)c(F)c2)CC1,-1,-2,2,3,-1.2,-3.0,-0.1,1.4,0.4,0.0,1.0
NC(=O)CC[C@H](NC(=O)c1ccc(F)cc1)C(=O)OCC(=O)Nc1ccc(N2CCOCC2)cc1,1,-4,-1,10,-0.6,-0.7,-0.4,-1.2,-0.4,0.6,1.6
O=C(NC1CCCCN(Cc2cccc(C(F)(F)F)c2)C1=O)c1ccc(F)c(F)c1 (stereo unspecified),-2,-1,6,4,-1.5,-2.9,0.1,-1.2,.,.,-3.1
COc1ccc(S(=O)(=O)N2CCOC2CNC(=O)C(=O)NCc2ccc3c(c2)OCO3)cc1 (stereo unspecified),1,-2,1,-1,-1.1,-3.5,0.2,-2.0,-2.0,-0.6,-2.6
Cc1ccc(NC(=O)CN2CCc3cc4c(cc3C2)OCCCO4)cc1C,0,-1,4,0,-1.6,-1.4,-0.5,0.0,-0.4,0.2,2.8
O=C(O)c1ccc2c(=O)n3c(nc2c1)/C(=C/c1ccc(Cl)c(Cl)c1)CC3,8,4,8,5,-0.9,-1.9,-1.0,0.3,3.4,-0.9,1.2
CC(=O)Nc1ccc(NC(=O)c2ccc(CSc3ccccc3)o2)cc1,-2,-5,-3,-6,-1.9,-1.9,-1.1,-0.5,3.6,-0.2,2.3
COC(=O)c1c(SCC(=O)Nc2ccc(C)c(C)c2)nc(=O)[nH]c1C,-3,0,2,3,-1.1,-0.2,0.2,0.1,1.1,2.0,5.5
COc1ccc(CCNC(=O)COC(=O)C2CCCCC2)cc1,5,0,0,-4,-1.2,2.7,-0.6,0.4,2.3,0.3,-2.4
COc1ccc(-c2nc3ccc(Br)cn3c2Cc2cccc(F)c2)cc1OC,33,3,28,-16,-1.5,0.0,-0.8,0.2,.,.,-1.8
CCOC(=O)CSc1nc2sc3c(c2c(=O)[nH]1)CC(C)(CC)OC3 (stereo unspecified),3,1,-2,-5,-0.5,-1.7,0.2,0.5,0.3,0.2,1.1
COc1ncccc1-c1nnn(-c2ccccc2)n1,4,8,2,-1,1.3*,5.7*,0.7,3.2,5.0,1.9,11*
CCOc1cc(/C=N/Nc2ccccc2Cl)ccc1OCC(=O)O,0,4,1,-6,0.1,6.3*,-0.5,1.7,1.3,-1.5,0.1
C=CCN1C(=O)c2ccc(C(=O)OCC(=O)Nc3ccccc3OC)cc2C1=O,-8,1,-3,20*,-1.3,-0.4,0.5,0.1,0.1,-0.1,-0.7
Clc1cccc(/C=N/Nc2nc(Cl)nc3ccccc23)c1,-5,11*,1,-4,0.4,6.6*,-7.7,2.0,7.3,4.2,5.0
COc1ccc(CCNC(=O)c2cccc(S(=O)(=O)N3CCCC3)c2)cc1,-5,1,1,1,-1.1,-1.6,0.2,-0.5,1.1,-0.4,1.7
CC(C)c1ccc(NC(=O)COC(=O)C2CCCCC2)cc1,7,8.4*,2,-13,-1.5,-0.7,-0.3,0.7,0.1,0.2,0.1
O=[n+]1c2c(n([O-])c3cc(Br)ccc31)CCC2,5,1,6,0,-1.2,1.2,-0.3,0.3,-0.2,0.5,1.8
O=c1c2cc(N3CCOCC3)ccc2[nH]c(=S)n1Cc1ccccc1Cl,1,-1,12,3,-1.8,1.1,-0.8,0.9,3.8,0.9,-1.3
O=C(NCc1ccon1)c1ccc(OC2CCN(CCc3ccccc3)CC2)cc1,0,-3,0,-9,-1.8,0.5,-0.3,1.2,0.5,-0.9,-1.3
CC(C(=O)NC1CCCC1)N(C(=O)c1ccc(-c2ccccc2)[nH]1)c1ccccc1F (stereo unspecified),-3,-4,-1,-3,-1.2,-2.6,0.1,-0.6,1.7,1.5,-1.8
Cc1cccc(-n2c(C)cc(C(=O)NC3CCCCC3)c2C)c1,2,2,1,5,-1.6,-2.5,-0.1,-1.0,-0.5,-2.6,6.5
Cc1nnc(NCc2ccco2)c2ccccc12,1,-1,3,10,-0.7,1.6,-0.9,0.2,-0.9,1.3,-2.4
COc1ccc(CN2C(=O)NC3(CCCCCC3)C2=O)cc1F,8,-3,2,11,-0.9,-1.4,0.3,-1.2,0.4,0.0,-2.5
O=C(CNC(=O)c1ccc(S(=O)(=O)N2CCCC2)cc1)N/N=C/c1ccccc1,0,-2,1,-4,-1.6,1.0,0.5,-0.1,-0.3,0.3,1.7
CC1(C)CC2CC(C)(CN2C(=O)COC(=O)c2ccc(O)cc2O)C1 (stereo unspecified),-1,-4,1,-6,-1.7,-0.1,-0.6,-0.8,-0.3,-0.7,-2.0
O=C(Nc1ccnn1C1CCN(Cc2ccc(OC(F)F)cc2)CC1)C1CCCC1,0,-1,0,-2,-0.9,-2.4,-0.4,-1.4,-2.0,-1.0,-2.7
O=C(COc1cc2oc(=O)c3c(c2cc1Cl)CCC3)NCc1ccncc1,-16,-1,-19,7,-1.4,-3.0,-0.4,-2.9,-1.4,0.6,-0.2
CCN(CC)CCn1c(=S)[nH]c2cc(C(=O)NCCc3ccc(OC)c(OC)c3)ccc2c1=O,1,-5,0,18,-0.9,1.0,0.5,-0.5,3.0,0.1,0.9
C/C(=N\Nc1nc(-c2ccc(C)cc2C)cs1)c1cc2ccccc2oc1=O,-1,-3,-3,11,0.4,0.0,-1.2,-0.2,1.4,0.8,0.4

(more compounds)
structure,NPR2 activator,SMARCA2 activ,GC-A act,sPLA2-III inh,ssDAF-12 act,hcDAF-12 act,proKLK7 act,DAX1 inh-2,GAA850 FXN act,DAX1 inh-1,hgDAF12 agonist
CCOCCCNC(c1ccccc1)c1ccncc1 (stereo unspecified),-8,1,-14,0,-0.1,-1.0,-0.9,0.2,0.7,0.5,-1.3
COC(=O)c1cn(-c2ccccc2)nc1-c1cccnc1,-6,-3,0,0,-1.8,-2.0,-0.6,-1.8,1.4,0.5,0.2
CSc1ccccc1NC(=O)c1ccc2c(c1)CCN2S(C)(=O)=O,6,4,1,1,-0.5,0.8,-0.4,0.6,4.5,0.7,1.7
CCNC(=O)NC(=O)C(C)N1C(=O)NC(c2ccccc2)(c2ccccc2)C1=O (stereo unspecified),3,-2,-6,-3,-1.0,-1.1,0.3,-0.2,0.5,0.6,-0.6
Cn1c(N)c(C(=O)COC(=O)/C=C/c2ccccc2Cl)c(=O)n(C)c1=O,3,3,11,0,-1.2,-0.1,0.4,-1.3,0.5,1.5,1.1
COc1cccc(-c2nnc(SCc3nc4ccccc4[nH]3)n2N)c1,-10,6,-8,3,-0.4,2.1,0.3,0.8,-0.1,-1.5,2.1

Limited to hgDAF12 agonist, for some of the entries so far:
canonical_smiles | hgDAF12 agonist
CCNC(=O)NC(=O)C(C)N1C(=O)NC(c2ccccc2)(c2ccccc2)C1=O (stereo unspecified) | -0.6
COC(=O)c1cn(-c2ccccc2)nc1-c1cccnc1 | 0.2
